Bioassay records as filed in PubChem.
Rin1-Abl PPI inh = inhibitors of human Rin1-Abl protein interaction | P00519+Q13671 | TR-FRET Rin1/Abl binding, biochemical | inhibition, % at 7.35 µM | 360,000 compounds, 0.4% hits | AID 588664; in the data active = inhibition above about 5%, passing the limit was not always enough
Neddyl block = blocks human cullin neddylation; TR-FRET cullin neddylation, biochemical; calls only at 25 µM; 360,000 compounds, 0.58% hits; in the data active = inhibition above about 36%
Scp1 inh = blocks human Scp-1 phosphatase activity; 340,000 compounds, 0.88% hits; inhibition, % at 20 µM; Recombinant Scp1, phosphopeptide, malachite green phosphate absorbance;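 active = inhibition above about 50% at 20 µM, limit read from the data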;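 also: plate controls were DMSO wells with enzyme for no effect and wells lacking enzyme for full effect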
Target sequence (Q9GZU7 76-261 limits assumed): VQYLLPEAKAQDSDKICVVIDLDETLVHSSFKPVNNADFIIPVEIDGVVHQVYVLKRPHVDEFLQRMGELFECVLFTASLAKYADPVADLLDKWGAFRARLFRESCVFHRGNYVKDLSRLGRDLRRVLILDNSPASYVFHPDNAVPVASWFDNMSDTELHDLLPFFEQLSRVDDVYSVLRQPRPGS
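Test system: SCP-1 phosphatase catalytic domain, residues 76-261; measured by: colorimetric phosphate reagent with accelerator and stabiliser, absorbance at 630 nm; timing: enzyme reaction 45 min at room temperature, colour 5 min, stabilisation 30 min; also added: Phosphorylated 17-residue peptide substrate; compound dosing: one concentration, 20 µM, with 1.0% DMSO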
DNMT1 block = DNMT1 (human) enzyme inhibition. P26358. DNMT1 molecular beacon, Hinp1I cleavage, fluorescence. inhibition (reported as % activation of signal), % at 10 µM. 360,000 compounds, 0.83% hits. AID 588458; in the data active = inhibition above about 50%
NadD inh = blocks S. aureus nicotinate mononucleotide adenylyltransferase. purified NadD enzyme, colorimetric absorbance read-out. inhibition, % at 20 µM. 360,000 compounds, 0.78% hits. AID 602399; in the data active = inhibition above about 26%; also: some compounds past the cut are filed as inactive
Rpn11 block = inhibitors of human proteasome Rpn11 | O00487 | calls only at 20 µM | human 26S proteasome, Ub4-pepOG fluorescence polarization; 20S core pre-blocked with epoxomicin | 360,000 compounds, 0.59% hits;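 active = inhibition at 20 µM, scaled to each plate's controls, above about 33%, limit read from the data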
Target sequence (O00487 whole entry, looked up): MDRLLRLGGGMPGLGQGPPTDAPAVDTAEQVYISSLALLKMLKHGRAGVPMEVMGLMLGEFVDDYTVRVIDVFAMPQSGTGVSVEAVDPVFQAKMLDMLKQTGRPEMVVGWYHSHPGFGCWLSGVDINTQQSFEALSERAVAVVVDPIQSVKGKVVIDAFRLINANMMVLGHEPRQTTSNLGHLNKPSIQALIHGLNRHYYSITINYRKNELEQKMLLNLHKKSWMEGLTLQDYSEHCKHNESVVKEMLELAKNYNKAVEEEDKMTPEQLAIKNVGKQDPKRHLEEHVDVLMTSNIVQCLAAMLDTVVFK
LMPTP block = blocks human LMPTP phosphatase | P24666 | recombinant LMPTP-A, OMFP fluorogenic substrate, fluorescence intensity | inhibition, % at 20 µM | 360,000 compounds, 0.22% hits;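 active = compounds that cut the enzyme signal by at least half of the control window in the single-dose screen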;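 also: plate controls were DMSO wells with enzyme plus substrate for no effect and substrate without enzyme for full effect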
Target sequence (P24666 whole entry, looked up): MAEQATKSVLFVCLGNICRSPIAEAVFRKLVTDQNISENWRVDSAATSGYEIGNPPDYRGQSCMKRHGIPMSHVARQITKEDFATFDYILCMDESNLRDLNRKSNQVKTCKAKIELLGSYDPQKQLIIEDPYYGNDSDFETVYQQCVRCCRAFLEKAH
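Material: LMPTP-A; amount: 0.625 nM enzyme; doses: single 20 µM dose; times: reaction 50 min, room temperature, dark; technique: fluorescence intensity of OMFP turnover product; benchmarks: no-enzyme and uninhibited controls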
CSN deneddyl inh = CSN deneddylation inhibition. Q92905. Purified CSN, SCF-Nedd8-OG deneddylation, fluorescence polarization. inhibition, % at 12.5 µM. 360,000 compounds, 0.38% hits. AID 651999;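 active = pattern-corrected inhibition above about 35%, with an unprinted fluorescence ratio check between 0.5 and 1.5, limit read from the data, passing the limit was not always enough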;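 also: 0% = enzyme with substrate and 100% = substrate without enzyme; some results filed as inactive read as strong as hits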
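Schedule: reaction 90 min, room temperature / Assay system: HEK293T-derived human Csn5 enzyme / Input: Csn5 at 0.24 nM final / Measure: inhibition of Csn5 cleavage, % / Control set: substrate-only high control, full reaction low control / Technique: fluorescence polarization of the substrate / Buffer or medium: Tris/NaCl/DTT buffer, pH 7.5 / Reagent: SCFSkp2-Nedd8OG substrate at 10 nM final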
SUMO1 PPI mod = modulators of human SUMO1-mediated protein-protein interactions; 360,000 compounds, 0.33% hits; SUMO1 binding to a labelled peptide, TR-FRET, 1 h; AID 602429; P63165; inhibition, % at 20 µM; in the data active = inhibition above about 37%
Target sequence (P63165 whole entry, looked up): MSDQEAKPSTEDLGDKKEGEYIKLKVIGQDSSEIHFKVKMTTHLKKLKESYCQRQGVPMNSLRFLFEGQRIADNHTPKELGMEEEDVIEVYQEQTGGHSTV
STEP block = blocks human striatal-enriched tyrosine phosphatase; P54829; recombinant STEP, OMFP fluorogenic substrate, fluorescence; inhibition, % at 20 µM; 360,000 compounds, 0.25% hits; AID 588621;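 active = inhibition at 20 µM, scaled per plate between control wells, above about 37%, limit read from the data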;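 also: 0% = DMSO with enzyme and substrate and 100% = substrate only without enzyme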
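System: isolated STEP enzyme; schedule: 20 min enzyme reaction at room temperature, protected from light; medium: Bis-Tris buffer pH 6.0, 2.5 mM DTT, 0.005% Tween 20; signal: fluorescence, 480/540 nm; dosing: single compound dose of 20 µM, 1% DMSO final; also added: OMFP substrate, 25 µM final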
* = called active by the depositor; i = inactive; · = no result given.

Assay codes: A = Rin1-Abl PPI inh; B = Neddyl block; C = Scp1 inh; D = DNMT1 block; E = NadD inh; F = Rpn11 block; G = LMPTP block; H = CSN deneddyl inh; I = SUMO1 PPI mod; J = STEP block
CC1(C(=O)NS(=O)(=O)c2ccccc2)CCN1C(=O)CC(c1ccccc1)c1ccccc1 (stereo not given)
  A = 0.7	B = i	C = ·	D = 2.2	E = -0.6	F = i	G = -2.0	H = 1.3	I = 34.5	J = -2.0
Cc1ccc(NC(=O)c2cc(S(=O)(=O)N3CCc4ccccc43)cn2C)cc1C
  A = -2.0	B = i	C = -16.7	D = -10.4	E = 5.1	F = i	G = 3.1	H = 3.3	I = -0.1	J = -2.6
COc1ccccc1NC(=O)CN(c1ccc(C)cc1)S(=O)(=O)c1c(C)n[nH]c1C
  A = 1.0	B = i	C = -1.0	D = -2.0	E = -10.5	F = i	G = 0.1	H = 5.4	I = 2.2	J = -1.9
Cc1cc(N2CCC(C(N)=O)CC2)nc(-c2ccccc2)n1
  A = 0.4	B = i	C = -4.5	D = 3.2	E = 7.8	F = i	G = -0.4	H = -3.8	I = -3.5	J = -2.3
O=C(N1CCOCC1)C(F)(F)C(=O)N1CCOCC1
  A = 0.2	B = i	C = -2.2	D = 3.9	E = 3.1	F = i	G = 1.1	H = 5.0	I = 2.2	J = -2.2
CCOc1ccc(CCNC(=O)Cc2ccc(S(=O)(=O)N3CCOCC3)s2)cc1OCC
  A = 1.7	B = i	C = -5.7	D = -1.0	E = -2.6	F = i	G = -0.5	H = -3.6	I = -1.8	J = 1.5
O=c1c2cccnc2nc2n1CCCCC2
  A = 2.8	B = i	C = -9.6	D = 0.4	E = -1.1	F = i	G = -1.4	H = -2.7	I = -0.9	J = -1.2
COc1ccccc1NC(=O)CSc1nnc(CNC(=O)c2ccccc2F)o1
  A = -3.3	B = i	C = -2.2	D = 0.1	E = -1.3	F = i	G = -1.4	H = 2.9	I = 0.6	J = -1.8
CC1(C)O[C@@H]2C[C@H]3[C@@H]4C[C@H](F)C5=CC(=O)C=C[C@]5(C)[C@H]4[C@@H](O)C[C@]3(C)[C@]2(C(=O)CO)O1
  A = 0.2	B = i	C = -3.8	D = -0.4	E = 0.3	F = i	G = -1.9	H = -2.0	I = -1.8	J = -0.1
COc1cccc(CC(=O)OCC(=O)c2cc(OC)ccc2OC)c1
  A = -3.4	B = i	C = -8.6	D = -1.7	E = -7.3	F = i	G = -1.1	H = -0.1	I = -5.5	J = -1.0
Cc1cc(C)c(C#N)c(SCC(=O)C2CC2)n1
  A = -0.2	B = i	C = -7.0	D = -0.8	E = -7.7	F = i	G = 0.1	H = 4.0	I = -7.0	J = 2.2
CC(C)Nc1nc(NC(C)C)nc(N(C)C#N)n1
  A = -3.3	B = i	C = 4.9	D = 1.6	E = -2.5	F = i	G = 0.2	H = 4.7	I = -1.1	J = -2.6
C[C@@H]1CN([C@@H](C)CO)S(=O)(=O)c2ccc(Br)cc2O[C@@H]1CN(C)C(=O)c1ccc(F)cc1
  A = 2.2	B = i	C = ·	D = 1.9	E = -3.6	F = i	G = -1.7	H = 0.4	I = 0.3	J = -1.7
Cc1ccc2oc(=O)n(CC(=O)OC(C)C)c2c1
  A = 0.7	B = i	C = 0.8	D = -3.9	E = -7.7	F = i	G = -2.3	H = -3.5	I = -1.0	J = -2.5
Cc1ccc(C(=O)COC(=O)c2ccccc2NC(=O)c2ccccc2)cc1[N+](=O)[O-]
  A = -3.7	B = i	C = -10.7	D = -2.9	E = -0.6	F = i	G = 1.2	H = -4.6	I = -2.2	J = 1.4

Assay codes: A = Rin1-Abl PPI inh; B = Neddyl block; C = Scp1 inh; D = DNMT1 block; E = NadD inh; F = Rpn11 block; G = LMPTP block; H = CSN deneddyl inh; I = SUMO1 PPI mod; J = STEP block
Clc1ccccc1COc1ccccc1-c1nnco1
  A = 0.1	B = i	C = -13.2	D = 1.6	E = -5.9	F = i	G = 0.3	H = 1.0	I = 3.0	J = 0.0
O=C(CN1CCN(c2ccccc2O)CC1)NNC(=O)c1ccc(Cl)cc1
  A = 2.7	B = i	C = -10.1	D = 9.9	E = -3.4	F = i	G = -0.1	H = -4.5	I = 1.5	J = -0.5
COc1cccc(N2CC(O)Cn3c2nc2c3c(=O)n(CCCc3ccccc3)c(=O)n2C)c1 (stereo not given)
  A = 1.0	B = i	C = -6.9	D = -4.8	E = 5.7	F = i	G = -1.9	H = -1.6	I = 9.4	J = -1.7
CCOC(=O)Cc1ccc(NCc2ccc(Cl)cc2)cc1
  A = -2.2	B = i	C = -0.8	D = -0.2	E = -4.0	F = i	G = -1.5	H = -8.5	I = -0.1	J = -0.2
CCOC(=O)CN1CC23C=CC(O2)C(C(=O)Nc2ccc4c(c2)OCO4)C3C1=O (stereo not given)
  A = 2.2	B = i	C = -3.9	D = -3.7	E = -0.1	F = i	G = 0.6	H = -1.8	I = 3.6	J = -3.2
CN(Cc1ccccn1)C(=O)c1cc(COc2ccc(F)cc2Cl)on1
  A = 0.0	B = i	C = ·	D = -2.1	E = -5.7	F = i	G = -1.1	H = -0.5	I = 2.4	J = -2.2
O=C(NCC(O)CN1CCOCC1)c1ccc([N+](=O)[O-])cc1 (stereo not given)
  A = 2.1	B = i	C = -4.0	D = 2.3	E = 0.7	F = i	G = -1.4	H = -1.8	I = -24.6	J = -0.6
CSc1ccc(NC(=O)N2CCN(c3nc4ccccc4s3)CC2)cc1
  A = -4.4	B = i	C = -8.0	D = -2.5	E = 6.8	F = i	G = -0.8	H = 1.7	I = 2.5	J = -2.5
Cc1ccc(C(=O)N/C(=C/c2ccccc2)C(=O)NC(Cc2ccccc2)C(=O)O)cc1 (stereo not given)
  A = -3.2	B = i	C = -9.6	D = 6.4	E = -5.4	F = i	G = 0.5	H = -11.3	I = -3.3	J = -1.1

Ordered by number of heavy atoms (low to high): part of the list above
Assay codes: A = Rin1-Abl PPI inh; B = Neddyl block; C = Scp1 inh; D = DNMT1 block; E = NadD inh; F = Rpn11 block; G = LMPTP block; H = CSN deneddyl inh; I = SUMO1 PPI mod; J = STEP block
O=c1c2cccnc2nc2n1CCCCC2
  A = 2.8	B = i	C = -9.6	D = 0.4	E = -1.1	F = i	G = -1.4	H = -2.7	I = -0.9	J = -1.2
CC(C)Nc1nc(NC(C)C)nc(N(C)C#N)n1
  A = -3.3	B = i	C = 4.9	D = 1.6	E = -2.5	F = i	G = 0.2	H = 4.7	I = -1.1	J = -2.6
O=C(N1CCOCC1)C(F)(F)C(=O)N1CCOCC1
  A = 0.2	B = i	C = -2.2	D = 3.9	E = 3.1	F = i	G = 1.1	H = 5.0	I = 2.2	J = -2.2
CCOC(=O)Cc1ccc(NCc2ccc(Cl)cc2)cc1
  A = -2.2	B = i	C = -0.8	D = -0.2	E = -4.0	F = i	G = -1.5	H = -8.5	I = -0.1	J = -0.2
COc1cccc(CC(=O)OCC(=O)c2cc(OC)ccc2OC)c1
  A = -3.4	B = i	C = -8.6	D = -1.7	E = -7.3	F = i	G = -1.1	H = -0.1	I = -5.5	J = -1.0
COc1ccccc1NC(=O)CSc1nnc(CNC(=O)c2ccccc2F)o1
  A = -3.3	B = i	C = -2.2	D = 0.1	E = -1.3	F = i	G = -1.4	H = 2.9	I = 0.6	J = -1.8
COc1ccccc1NC(=O)CN(c1ccc(C)cc1)S(=O)(=O)c1c(C)n[nH]c1C
  A = 1.0	B = i	C = -1.0	D = -2.0	E = -10.5	F = i	G = 0.1	H = 5.4	I = 2.2	J = -1.9
Cc1ccc(C(=O)COC(=O)c2ccccc2NC(=O)c2ccccc2)cc1[N+](=O)[O-]
  A = -3.7	B = i	C = -10.7	D = -2.9	E = -0.6	F = i	G = 1.2	H = -4.6	I = -2.2	J = 1.4
C[C@@H]1CN([C@@H](C)CO)S(=O)(=O)c2ccc(Br)cc2O[C@@H]1CN(C)C(=O)c1ccc(F)cc1
  A = 2.2	B = i	C = ·	D = 1.9	E = -3.6	F = i	G = -1.7	H = 0.4	I = 0.3	J = -1.7
